Screening results: PubChem, NCI
yeast rad50 – NCI yeast anticancer drug screen, S. cerevisiae rad50 strain. growth inhibition, % at 50 µM. actives 10% (n = 79,000);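 note: 0% = growth of vehicle-only cultures of the same strain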
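Inhibition values express reduced yeast growth in compound-treated cultures relative to vehicle-treated controls.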
yeast bub3 – NCI yeast anticancer drug screen, S. cerevisiae bub3 mutant strain; actives 9.9% (n = 78,000); AID 167, 2004; % growth inhibition at 50 µM;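 note: 0% = growth of vehicle-only cultures of the same strain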
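Growth of a checkpoint-deficient yeast mutant is measured after compound exposure. Values represent inhibition relative to vehicle.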
yeast sgs1 mgt1 – NCI yeast anticancer drug screen, S. cerevisiae sgs1 mgt1 strain | growth inhibition, % at 50 µM | actives 10% (n = 78,000) | AID 161, 2004;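 note: 0% = growth of vehicle-only cultures of the same strain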
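Read-out: growth inhibition vs vehicle controls. Cells: mutant yeast strain deficient in DNA damage repair.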
yeast mlh1 rad18 – NCI yeast anticancer drug screen, S. cerevisiae mlh1 rad18 strain. growth inhibition, % at 50 µM. actives 11% (n = 79,000). AID 175, 2004;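 note: 0% = growth of vehicle-only cultures of the same strain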
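Vehicle-treated cultures served as the reference for growth inhibition in a yeast strain carrying DNA damage repair alterations exposed to each compound.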
yeast cln2 rad14 – NCI yeast anticancer drug screen, S. cerevisiae cln2 rad14 strain; % growth inhibition at 50 µM; actives 8.3% (n = 78,000);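 note: 0% = growth of vehicle-only cultures of the same strain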
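Growth of compound-exposed yeast (cln2 rad14 genotype) measured and expressed as inhibition relative to vehicle.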
yeast mec2-1 – NCI yeast anticancer drug screen, S. cerevisiae mec2-1 strain | actives 9% (n = 79,000) | growth inhibition, % at 50 µM;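 note: 0% = growth of vehicle-only cultures of the same strain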
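Mutant yeast (mec2-1) grown with compound; growth inhibition relative to vehicle control reported.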
Starred values were filed as active, the others as inactive; / = not tested or not shown. Cut-off read from the data, not from the text of the source: active = growth inhibition above about 70%; inactive = the rest.

The first two compounds as a preview:
mol,yeast rad50,yeast bub3,yeast sgs1 mgt1,yeast mlh1 rad18,yeast cln2 rad14,yeast mec2-1
CC(=O)OCC1OC(OC(C)=O)C(NC(=O)c2ccccc2)C(OC(C)=O)C1OC(C)=O (centres undefined),-2,17,-4,-2,-21,-3
N=C1C=Cc2ccccc2/C1=N/N=c1/ccccn1O,72*,98*,73*,78*,52,92*

The list itself, from the start:
mol,yeast rad50,yeast bub3,yeast sgs1 mgt1,yeast mlh1 rad18,yeast cln2 rad14,yeast mec2-1
CC(=O)OCC1OC(OC(C)=O)C(NC(=O)c2ccccc2)C(OC(C)=O)C1OC(C)=O (centres undefined),-2,17,-4,-2,-21,-3
N=C1C=Cc2ccccc2/C1=N/N=c1/ccccn1O,72*,98*,73*,78*,52,92*
Cc1ccc(S(=O)(=O)N2CCOCC2)cc1,-3,-1,-13,-30,16,-20
c1ccc(C(c2ccccc2)(c2ccccc2)[n+]2ccccc2)cc1,-3,-16,-4,12,17,-8
O=S(=O)(Nc1ccccn1)c1ccc(N=Cc2c3ccccc3nc3cc(Cl)ccc23)cc1,99*,58,99*,98*,98*,86*
Cc1cc2c(C)[nH]nc2c(C(=O)O)c1C,7,3,6,19,11,-5
C=CCN1C(=O)/C(=C\c2ccc3c(c2)CCC3)SC1=S,6,/,/,-26,/,-26
COc1ccc(-c2nc3c(nc2-c2ccc(OC)cc2)C(N)=NS(=O)(=O)N3)cc1,-19,-18,-20,-10,2,-8
c1ccc(CNc2ncncc2-c2ccccc2)cc1,3,2,17,5,9,4
CC(=O)NNc1nc(C)c(C(=O)NNC(=O)C(=O)Nc2c(Cl)cc([N+](=O)[O-])cc2Cl)s1,41,43,46,19,29,23
N#CC(c1cc2c(cc1Br)OCO2)N1CCCC1 (centres undefined),43,21,3,44,8,21
Cc1ccccc1CN(C)CCO,66,14,14,14,57,17
CCCC(NC(=O)OCc1ccccc1)C(=O)NC(CCSC)C(=O)O (centres undefined),-55,-1,-5,-6,12,-2
Cn1ncc2c(NN)nc(Cl)nc21,9,-15,-5,7,-18,-19
CC(C)(C)C(=O)CC(=O)C(F)(F)C(F)(F)C(F)(F)F.CC(C)(C)C(=O)CC(=O)C(F)(F)C(F)(F)C(F)(F)F.CC(C)(C)C(=O)CC(=O)C(F)(F)C(F)(F)C(F)(F)F.[La],3,-4,-4,19,-9,-1
CC(C)(C)OC[C@H](O)CC#N,-8,-31,-36,-26,-20,-61
COC1(OC)CC2C(=O)N(Cc3ccccc3)C1CC2S(=O)(=O)c1ccccc1 (centres undefined),7,-2,-16,11,23,-2
CN1CCC(=C(C#N)c2ccccc2)CC1,48,1,39,24,19,16
O=C(O)c1ccccc1SC(Sc1ccccc1C(=O)O)c1ccc(Cl)cc1,5,-4,-9,15,-12,-9
O=C(Cc1ccccc1)c1ccc(O)cc1,84*,93*,94*,86*,63,92*
Cc1ccc(S(=O)(=O)Oc2nc3ccccc3nc2OS(=O)(=O)c2ccc(C)cc2)cc1,-11,-13,-8,1,-5,-8
Cc1ncc2c(n1)-c1ccccc1OC2O (centres undefined),-11,-7,-24,-7,-26,-14
N#CNS(=O)(=O)c1ccccc1,8,12,23,18,14,-6
CCCN(CCC)C(=O)CCOCC,17,9,20,14,8,20
CC(=O)Oc1ccc(/C(C)=N/NC(=O)CCSCCC(=O)N/N=C(\C)c2ccc(OC(C)=O)cc2)cc1,8,2,13,-2,22,10
CN(C)c1ccn(C2OC(CO)C(O)C2SC(C)(C)C)c(=O)n1 (centres undefined),-1,-1,-2,14,11,4
CCCCNc1ccc(-c2ccc(NCCCC)cc2)cc1,32,-5,-4,60,-36,4
CCCn1c(CC)nc([N+](=O)[O-])c1Sc1ncnc2nc[nH]c12,18,-3,-35,6,5,2
Cc1c(C(=O)O)n2c(C)nnc2c2ccccc12,-24,-36,-49,2,-13,15
Cc1ccccc1NC(=O)/C(=N\NC(N)=S)C(C#N)c1ccccc1 (centres undefined),-11,4,13,-2,4,-19
O=C(Nc1cccc([N+](=O)[O-])c1)c1n[nH]n(-c2cccc([N+](=O)[O-])c2)c1=O,26,-22,-34,-19,-8,13
CC(C)(C)SCCC=O,1,-2,-1,4,2,-7
C=C1C(=O)OC2/C=C(\C)C(O)CC(O)C(C)(O)CC(OC(=O)/C(C)=C/C)C12 (centres undefined),-1,6,-10,-11,14,-25
NC(=O)CC(NCc1ccccc1)C(=O)O (centres undefined),-7,-3,-1,-14,3,1
Fc1ccc(-c2ccc(F)cc2)cc1,-19,-7,-12,-23,-45,-15
Cc1cccc([N+](=O)[O-])c1C,14,11,7,-16,23,-10
CC(C)NCCCNc1nc(NCCCNC(C)C)c2nc(-c3ccccc3)c(-c3ccccc3)nc2n1,52,50,53,57,56,59
O=C(O)/C(=C\c1ccncc1)c1cccc2ccccc12,1,-32,-37,-10,-25,-12
COc1ccc(OC)c(C(=O)CCCCCCCCC(=O)O)c1,-13,15,3,-13,-17,12
COc1ccc(/C=C2\NC(=S)N(/C=C3\C(=O)Oc4ccccc4C3=O)C2=O)cc1,70*,79*,84*,73*,89*,56
COC(=O)N/N=C/c1ccccc1Cl,5,-12,-19,-12,-65,-31
CC(=O)OCC1OC2OC(C)(C)OC2C2OC(C)(C)OC12 (centres undefined),-14,-8,19,-13,-5,5
O=C(NC1(N2CCOCC2)CC1)c1ccc(Cl)cc1,3,-24,-13,-1,7,-14
CCOC(=O)NC(=O)c1cn(C2CCCCC2)c(=O)[nH]c1=O,-14,-1,-6,3,22,-4
CCCCNc1ncnc2[nH]ncc12,56,5,-15,16,-25,19
CCn1c2ccccc2c2cc(N=Nc3cc4cc5ccccc5cc4cc3N)ccc21,17,0,6,44,22,14
CC[Si](C)(C)COC(N)=O,-23,-4,-12,-37,-2,8
O=P1(Cc2ccccc2)c2ccccc2-c2ccccc21,86*,89*,89*,84*,89*,91*
CCC1CN2CCc3cc(OC)c(OC)cc3C2CC12CO2 (centres undefined),-6,49,3,-36,-2,-21
O=c1cc(-c2ccccc2)[nH]c2ccc(N3CCOCC3)cc12,-38,-16,-42,-31,-19,0

(continued)
mol,yeast rad50,yeast bub3,yeast sgs1 mgt1,yeast mlh1 rad18,yeast cln2 rad14,yeast mec2-1
CC(C=O)C1CCCCC1 (centres undefined),9,9,1,6,7,10
CN(C)CC/C(=N\Nc1c(F)c(F)c(F)c(F)c1F)c1ccccc1,38,33,23,52,22,12
O=C1NC(=O)C(F)(F)C1(F)F,5,0,-6,4,-1,7
N#CC(C(=N/NC(N)=S)/C(=N\NC(N)=S)C(C#N)c1ccccc1)c1ccccc1 (centres undefined),-34,-14,-31,-16,-8,-5
COc1ccc(C(SCC(N)C(=O)O)(c2ccc(OC)cc2)c2ccc(OC)cc2)cc1 (centres undefined),95*,97*,96*,96*,95*,96*
Cc1ccc(S(=O)(=O)OC2C(C3COC(C)(C)O3)OC3OC(C)(C)OC32)cc1 (centres undefined),-10,-22,-36,-5,58,-1
COc1ccccc1NC(=O)CC(C)=O,7,-16,8,-8,-12,-6
CC(=O)Nc1ccc(N(C)C)c(C)c1,-7,13,-2,-10,-8,-8
N#CC1Sc2ccccc2N1C(=O)c1ccccc1 (centres undefined),97*,84*,93*,98*,78*,91*
COc1ccc2ccccc2c1Br,-11,-19,-3,9,-24,8
CCN(Cc1cccc(S(=O)(=O)O)c1)c1ccc(C(=C2C=CC(=[N+](C)C)C=C2)c2ccc(N(C)C)cc2)c(S(=O)(=O)O)c1,8,12,28,26,-9,55
Cc1ccc(-c2c(C#N)c(-c3ccccc3)n(NS(=O)(=O)c3ccc(C)cc3)c(=O)c2C#N)cc1,73*,82*,81*,77*,81*,79*
Cc1cc2c(cc1C)NC(C)CC(=O)N2 (centres undefined),6,0,4,22,14,-13
CCOP(=O)(CCCCCCP(=O)(OCC)OCC)OCC,30,8,0,33,-31,18
CC1=CC2C(c3ccccc3)Nc3ccccc3N2C1=O (centres undefined),33,-9,10,-6,8,8
O=[N+]([O-])c1ccc(N/N=C(\c2ccccc2)C2CC2)c([N+](=O)[O-])c1,-16,28,11,-16,-34,-21
CCC1NC(=O)C1NC(=O)OC (centres undefined),24,13,23,23,1,-1
CCOC(=O)c1cnc2cc(C(F)(F)F)ccc2c1Nc1ccc2c(c1)OCO2,-1,18,-12,-6,4,-4
CSc1nc2ccc(NC(=O)CCC(=O)O)cc2s1,26,9,3,17,15,1
Cc1ccc(N=Nc2c(C)nc(N)nc2C)cc1,8,12,-13,-7,-3,14
O=C1C(c2ccccc2)=C(c2ccccc2)/C1=C/c1ccc(Cl)cc1,29,11,0,35,10,12
CC(C)(C)SCC#CCSC(C)(C)C,4,-1,6,19,-19,-10
O=C(c1ccccc1)C(O)C(Br)(CBr)c1ccccc1 (centres undefined),91*,97*,97*,94*,95*,95*
Cn1cnc([N+](=O)[O-])c1SCC(=O)O,-36,-18,-30,-4,-23,-1
CC(C)(C)c1cc(C(=O)[O-])c([OH2+])c(C(C)(C)C)c1.CC(C)(C)c1cc(C(=O)[O-])c([OH2+])c(C(C)(C)C)c1.[Mn+2],99*,97*,98*,98*,97*,99*
CC(C)C(CNC(=O)c1ccc([N+](=O)[O-])cc1)(C(C)C)C(C)C,-3,18,-4,-2,-4,-36
CCc1ccc(NC(C)=O)cc1C,-10,-1,-1,-10,27,12
CN(C)c1ccc(-c2c(C#N)c(N)[nH]c(=S)c2C#N)cc1,10,17,5,3,6,-2
COC(=O)C1=C(C)N(NC(=O)c2cccc(Cl)c2)C(C)(O)C12CCOC2=O (centres undefined),38,1,4,38,7,-22
Cc1ccccc1NC(=O)c1[nH]c(=S)nc(N)c1-c1ccccc1C,-19,7,7,-11,9,-27
COC(=O)C1(C2CCCCCCC2=O)NC(=S)NC(=O)C1C#N (centres undefined),4,-25,-28,-4,11,-19
CCCCNS(=O)(=O)c1ccc(-c2ccc3c(c2)-c2ccc(S(=O)(=O)NCCCC)cc2S3(=O)=O)cc1,28,20,2,10,-33,7
Cc1c(C(=O)O)c2ccccc2[nH]c1=O,-3,-13,3,2,-40,-1
CC(=O)Oc1cccc(/C=C/C(=O)O)c1,19,40,23,19,4,29
O=C(N/N=C/c1ccc(Cl)cc1Cl)c1ccccc1,-14,-9,-3,-4,-5,-2
COc1ccc(C2=C/C(=C/c3cccs3)C(=O)O2)cc1,-14,4,0,0,-37,1
Cn1c(=O)ccc2c(=O)c3c(ccc4ccccc43)oc21,-10,-7,-28,-24,-10,-12
CC1=CN(c2ccccc2)S2=C1c1sc3c(c1N2c1ccc(Br)cc1)CCCC3 (centres undefined),1,3,-28,-52,14,-22
N=CCCN(CCC=N)c1ccc(/C=C2\CN(NC(=O)c3ccc(Cl)cc3)C(c3ccccc3)=N2)cc1,-3,24,-3,-2,0,-8
Fc1ccc(NC(=S)SCc2ccc3c(c2)OCO3)cc1,99*,99*,100*,99*,99*,98*

One compound at a time, as listed above. Order of screens: yeast rad50 | yeast bub3 | yeast sgs1 mgt1 | yeast mlh1 rad18 | yeast cln2 rad14 | yeast mec2-1
CCCCNS(=O)(=O)c1ccc(-c2ccc3c(c2)-c2ccc(S(=O)(=O)NCCCC)cc2S3(=O)=O)cc1 is listed as 28 | 20 | 2 | 10 | -33 | 7
Cn1c(=O)ccc2c(=O)c3c(ccc4ccccc43)oc21 is listed as -10 | -7 | -28 | -24 | -10 | -12
COc1ccc(C2=C/C(=C/c3cccs3)C(=O)O2)cc1 is listed as -14 | 4 | 0 | 0 | -37 | 1
CC1=CN(c2ccccc2)S2=C1c1sc3c(c1N2c1ccc(Br)cc1)CCCC3 (centres undefined) is listed as 1 | 3 | -28 | -52 | 14 | -22
O=C(N/N=C/c1ccc(Cl)cc1Cl)c1ccccc1 is listed as -14 | -9 | -3 | -4 | -5 | -2

The list goes on.
mol,yeast rad50,yeast bub3,yeast sgs1 mgt1,yeast mlh1 rad18,yeast cln2 rad14,yeast mec2-1
Cc1cn(C2CC(O)C(CO)O2)c(=O)n2nnnc12 (centres undefined),-11,18,31,32,30,18
CCCN=C(NNC(N)=O)C(C)=O,25,16,-4,-1,6,8
Cc1c(C(=O)NCCN(C)C)n(C)c(=O)c2ccccc12,-4,-7,21,-4,-18,8
COc1ccccc1-n1c(O)c(N=Nc2ccc(Cl)cc2)c(=O)n(-c2ccccc2)c1=S,36,-3,22,4,-15,-3
CNS(=O)(=O)c1ccccc1C(=N)c1ccccc1,0,-46,-28,-31,-5,-8
CC(=O)Nc1ncnc2c1ncn2C1OC(COC(C)=O)C(NC(=O)C(F)(F)F)C1OC(C)=O (centres undefined),22,0,9,11,24,2
